Compound activity deposited in PubChem by several laboratories.
APP 5'UTR act – APP 5'UTR luciferase reporter activation. SH-SY5Y APP 5'UTR luciferase reporter, luminescence; zero percent = DMSO vehicle wells. activation, % at 2 µM. hit rate 1% among 190,000. AID 1276;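 active = activation above a set limit, based on mean plus 3 SD of controls, cut at about 140% in these data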; also: values of inactives mirror those of a sister screen read the other way
G6PDH CS – counter-screen for G6PDH assay hits: L. mesenteroides G6PDH inhibition. Purified L. mesenteroides G6PDH, diaphorase/resazurin coupled fluorescence, 45 min. inhibition, % at 5 µM. hit rate 0.12% among 200,000. AID 1020; in the data active = inhibition above about 50%
Diaphorase act – diaphorase activation or chemical reduction counter-screen; Diaphorase/resazurin coupled assay, resorufin fluorescence, 16 min; hits give high values; 1 = vehicle wells, 0 = NADH-free wells; activation factor at 20 µM; hit rate 0.005% among 190,000; AID 1229;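 active = diaphorase activity raised at least twofold by the compound at 20 µM; inactive = activation factor below 2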
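Material: bacterial diaphorase enzyme (C. kluyveri); amount: enzyme 0.07 U/mL final; reagent: NADH substrate 0.114 mM plus resazurin dye 0.1 mM, final; doses: single compound dose of 20 µM, 1% DMSO final; timing: 16 min enzyme reaction, ambient temperature; measured by: fluorescence of resorufin, 544 nm excitation, 590 nm emission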
NF-kB neuron act – compounds increasing NF-kB expression in human neuronal cells. AID 1239. NF-kB reporter expression; hits give high values. fold change at 12.5 µM. hit rate 1.6% among 190,000; in the data active = fold change above about 3.3
FLuc inhib CS – inhibits firefly luciferase, flagging false hits in luciferase inhibition screens. P08659. ATPLite firefly luciferase biochemical luminescence, 10 min. inhibition, % at 10 µM. hit rate 1.5% among 200,000. AID 1006;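 active = inhibition above about 50% when tested at 10 µM, limit read from the data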
Target sequence (P08659 whole entry, looked up): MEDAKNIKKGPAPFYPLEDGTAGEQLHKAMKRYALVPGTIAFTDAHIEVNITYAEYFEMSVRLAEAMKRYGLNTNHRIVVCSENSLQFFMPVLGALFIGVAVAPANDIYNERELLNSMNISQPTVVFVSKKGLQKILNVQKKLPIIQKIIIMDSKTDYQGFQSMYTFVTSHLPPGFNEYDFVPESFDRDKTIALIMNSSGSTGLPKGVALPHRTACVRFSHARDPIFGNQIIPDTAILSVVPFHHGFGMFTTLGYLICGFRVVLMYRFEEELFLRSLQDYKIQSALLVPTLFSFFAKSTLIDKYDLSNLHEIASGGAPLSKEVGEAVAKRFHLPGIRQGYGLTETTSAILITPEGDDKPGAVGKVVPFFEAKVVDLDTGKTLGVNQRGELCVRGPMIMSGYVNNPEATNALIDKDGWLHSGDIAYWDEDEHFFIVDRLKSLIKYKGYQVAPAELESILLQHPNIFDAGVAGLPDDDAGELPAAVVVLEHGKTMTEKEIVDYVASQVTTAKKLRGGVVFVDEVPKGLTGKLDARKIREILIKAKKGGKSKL
TLR4 MyD88 comp – blocks binding of human TLR4 to MyD88; O00206+Q99836; HeLa CL3-4 TLR4/MyD88 BLA complementation, FRET ratio; inhibition, % at 8.4 µM; hit rate 0.18% among 200,000; AID 861; in the data active = inhibition above about 25%;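 also: 0% = vehicle and 100% = reference inhibitor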
FLuc act counter – affects firefly luciferase, flagging false hits in luciferase stimulation screens. activation factor at 10 µM. ATPlite luciferase biochemical, luminescence, 10 min; 0 = ATP-free wells, 1 = DMSO control. P08659. 200,000 tested, under 10 active;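 active = luciferase activation factor, scaled between plate controls, of at least 2 with compound at 10 µM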
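Assay system: Luciferase/luciferin detection reagent, cell-free biochemical luciferase assay / Also added: ATP substrate / Schedule: 10 min at ambient temperature / Measured by: luminescence measurement of luciferase light output / Benchmarks: low control with PBS replacing ATP, high control enzyme plus ATP without compound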
STAT1 activator – increases IFN-gamma driven STAT1 reporter signal | NIH 3T3 STAT1-luciferase reporter, luminescence; 100% = IFN-gamma alone, no compound | activation (% of control), % at 5.5 µM | hit rate 2.6% among 200,000;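 active = activation above the screen-wide mean activation plus 3 SD, cut at about 130% in these data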;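 also: raw ratio to IFN-gamma control signal so 100% means no change and 0% no light; values of inactives mirror those of a sister screen read the other way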
APP 5UTR inh – APP translation inhibition | hit rate 0.82% among 190,000 | inhibition, % at 2 µM | SH-SY5Y APP 5'UTR-luciferase reporter, luminescence;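 active = inhibition above a set limit, derived from the sample mean plus 3 SD, cut at about 45% in these data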; also: values of inactives mirror those of a sister screen read the other way
Diaphorase inh – diaphorase inhibition or chemical oxidation counter-screen; diaphorase resazurin-to-resorufin fluorescence, NADH, 16 min; bacterial (C. kluyveri) enzyme, not human; inhibition, % at 20 µM; hit rate 0.69% among 190,000;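 active = primary screen inhibition at 20 µM above a set limit, cut at about 50% in these data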;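 also: plate controls were DMSO with full reaction for no effect and wells lacking NADH for full effect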
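System: Bacterial diaphorase enzyme (C. kluyveri) | Incubation: 16-min room-temperature incubation before reading | Benchmarks: No-NADH positive control and DMSO neutral control | Measured by: Resorufin fluorescence 544/590 nm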
* = called active by the depositor; . = not tested or not shown. Random draw from the library; 5.6% or so of the library scored in one or more.

SMILES | APP 5'UTR act | G6PDH CS | Diaphorase act | NF-kB neuron act | FLuc inhib CS | TLR4 MyD88 comp | FLuc act counter | STAT1 activator | APP 5UTR inh | Diaphorase inh
COc1ccc(CC(=O)N2N=C(C)CC2(O)C(F)(F)F)cc1 (stereo not drawn) | . | -8 | 0.9 | 1.1 | -7 | 1 | 1.1 | 100 | . | 14
CCCC(C(=O)n1nc(C)cc1C)C(NS(=O)(=O)c1ccc(C)cc1)c1ccccc1 (stereo not drawn) | -8 | -3 | 0.8 | 0.84 | -8 | -15 | 1.1 | 96 | 8 | 19
CCOC(=O)C1=C(C)N(c2ccccc2)C(=O)C1 | 2 | -3 | 0.9 | 1.4 | -7 | -12 | 1.1 | 97 | -2 | 5
COc1ccc(-n2c3c(cc(C(=O)Nc4cccc(C)n4)c2=O)C(=O)CC(C)(C)C3)cc1 | 4 | 27 | 1 | 0.95 | -5 | -10 | 1 | 104 | -4 | -2
Cc1ccc(Cc2cnc(NC(=O)CN3CCOCC3)s2)cc1Cl | 0 | -8 | 0.9 | 0.84 | -5 | -1 | 1 | 93 | 0 | 14
Cc1ccc(N(Cc2cc3ccccc3[nH]c2=O)S(C)(=O)=O)cc1 | -16 | 1 | 1.1 | 0.85 | -5 | 5 | 1.1 | 98 | 16 | -5
CN1CCN(c2ccc(S(=O)(=O)N3CCCCC3)cc2NC(=O)c2ccc(F)cc2F)CC1 | 14 | 7 | 0.9 | 0.85 | -3 | -6 | 1 | 102 | -14 | 7
Cc1ccc2nc(-c3ccccc3)c(CC(=O)O)c(C(=O)O)c2c1 | 8 | 4 | 0.9 | 1.6 | -9 | 2 | 1.1 | 98 | -8 | 10
COc1cccc(C(=O)NN2CC(O)=C(c3nc4ccccc4s3)C2=N)c1 | -1 | 0 | 1 | . | -1 | -10 | 1 | 93 | 1 | 0
O=c1[nH]c(SCCOc2ccccc2)nc2ccccc12 | 16 | -3 | 0.9 | 1.9 | -2 | 13 | 1 | 111 | -16 | 6
Cc1cccc(NC(=O)COC(=O)c2cc(C)oc2C)c1 | 14 | 0 | 0.9 | 0.87 | -1 | 3 | 1 | 112 | -14 | 10
Fc1ccc(CSc2ccc(-c3ccc4c(c3)OCO4)nn2)cc1 | 12 | -4 | 0.9 | 1.7 | 5 | 6 | 0.9 | 101 | -12 | 8
CCOC(=O)C1=C(c2ccccc2)NC(=O)N(C(C)=O)C1c1cccc([N+](=O)[O-])c1 (stereo not drawn) | 14 | 10 | 0.9 | 0.88 | 0 | 3 | 1 | 86 | -14 | 14
Cc1ccc2oc(-c3cccc(NC(=O)c4ccc(Br)o4)c3)nc2c1 | -32 | -2 | 0.8 | 2 | 8 | 5 | 0.9 | 115 | 32 | 19
CC(=O)Nc1ccc(N2CCCC2)cc1 | -27 | 2 | 0.9 | 0.85 | 0 | 14 | 1 | 103 | 28 | 8
CC1CC1C(=O)Nc1nc(-c2ccccc2)cs1 (stereo not drawn) | 25 | 2 | 1 | 1.5 | 6 | -5 | 0.9 | 104 | -25 | -1
O=C(NCCN1CCOCC1)c1cc(Sc2ccc(F)cc2F)nc2ccccc12 | -6 | 12 | 1 | 1.2 | -10 | -5 | 1.1 | 96 | 6 | 0
Cc1nn(C)cc1/C=N/NC(=S)Nc1ccccc1 | 59 | -1 | 0.8 | 3.4* | 44 | 5 | 0.6 | 118 | -59 | 17
COc1ccc(CCn2c(-c3cc([N+](=O)[O-])cc([N+](=O)[O-])c3)nc3nc4ccccc4nc32)cc1OC | 4 | -22 | 0.9 | 1 | -6 | -8 | 1.1 | 99 | -4 | 13
Cc1ccc(NCC(=O)N/N=C/c2cc(O)ccc2[N+](=O)[O-])cc1 | -6 | 9 | 0.7 | 1.1 | -5 | -13 | 1 | 105 | 6 | 27
Cc1ccc2c(c1)NC(=O)C(CC(=O)NCCCN1CCN(c3cc(C)ccc3C)CC1)O2 (stereo not drawn) | -5 | -6 | 0.8 | 1 | -9 | -7 | 1.1 | 92 | 5 | 23
CCOC(=O)N1CCN(c2ncnc3c2cnn3-c2ccc(Cl)cc2)CC1 | 65 | -13 | 0.9 | 1.2 | -2 | 4 | 1 | 97 | -65 | 9
Cc1[nH]c2ccccc2c1C(=O)C(=O)NCc1ccco1 | 4 | 10 | 1 | 1.2 | -6 | -10 | 1.1 | 94 | -4 | 4
COc1ccc(N(CC(=O)NCCSC(C)(C)C)S(C)(=O)=O)c(OC)c1 | 21 | -15 | 0.9 | 1.1 | -6 | -7 | 1.1 | 105 | -21 | 11
Cc1ccc2c(c1)c1c(n2C)C(C(N)=O)CCC1 (stereo not drawn) | 42 | -6 | 0.8 | 1.3 | -5 | 11 | 1 | 97 | -42 | 16
CCCN(CCC)c1nc(Cl)nc(NCc2ccco2)n1 | -11 | -6 | 0.8 | 1 | -7 | 9 | 1.1 | 102 | 11 | 21
Cn1c(N2CCN(S(=O)(=O)c3ccc(Cl)cc3)CC2)nc2ccccc21 | -3 | 3 | 0.9 | 0.64 | -6 | 2 | 1.1 | 101 | 3 | 14
O=C(NN=C1CCCCCCCCCCC1)c1cccnc1 | -14 | 8 | 1.1 | . | -5 | -19 | 1 | 108 | 14 | -6
O=C(C1CC1c1ccccc1)N1CCOCC1 (stereo not drawn) | 6 | 3 | 0.9 | 1.1 | -11 | 2 | 1.1 | 94 | -6 | 12
COc1cc2nc(C3CC3)n(NC(=O)c3ccc(F)cc3)c(=O)c2cc1OC | 0 | 5 | 1.1 | 1.2 | -2 | 10 | 1 | 93 | 0 | -9
COc1ccc(CCn2nnnc2C(C(C)C)N2CCC(C(N)=O)CC2)cc1OC (stereo not drawn) | 12 | 4 | 0.9 | 1.2 | -5 | 13 | 1 | 99 | -12 | 13
CCN(CC)C(=O)Cc1c(OC)ccc2cc(Br)ccc12 | -3 | 7 | 1.1 | 1.1 | -3 | 14 | 1 | 98 | 3 | -13
CCOC(=O)c1c(NC(=O)c2ccn(CC)n2)sc2c1CCCC2 | -16 | -43 | 0.8 | 0.61 | -7 | 2 | 1.1 | 97 | 16 | 17
O=c1oc2cc(OCc3ccc([N+](=O)[O-])cc3)ccc2c2c1CCCC2 | 9 | -46 | 0.9 | 0.95 | -3 | 0 | 1 | 107 | -9 | 12
C=C(C)Cn1c(C)cc(C)c(S(=O)(=O)c2cccc(C)c2)c1=O | 14 | 14 | 0.8 | 0.97 | -6 | 7 | 1.1 | 90 | -14 | 16
N=c1c2c3c(sc2nc2n1CCC2)CCCC3 | -4 | 12 | 1 | 1.1 | -5 | 5 | 1.1 | 99 | 4 | 4
COc1ccc(C(=O)/C(C#N)=N/Nc2cccc([N+](=O)[O-])c2)cc1 | 11 | 8 | 0.9 | 0.49 | -4 | -6 | 1 | 59 | -12 | 14
CCn1nc(NC(=O)c2ccco2)c2cc3ccc(C)cc3nc21 | 1 | 7 | 0.9 | 0.77 | -7 | 18 | 1.1 | 104 | -1 | 8
O=C(CCCCCN1C(=O)c2ccccc2C1=O)Nc1ccc2c(c1)OCCO2 | 0 | -1 | 0.9 | 1.1 | -3 | 11 | 1 | 94 | 0 | 8
CC1(C)CCN(Cc2ccccc2)C1CC#N (stereo not drawn) | 8 | 4 | 0.9 | 1.2 | -4 | -2 | 1 | 104 | -8 | 14
O=C(O)CCC(C(=O)O)n1c(O)c(C2=c3ccccc3=NC2=O)sc1=S (stereo not drawn) | -2 | 7 | 0.7 | 1.2 | -4 | 14 | 1 | 105 | 2 | 30
CCC(=O)Oc1ccc(C/C(=N\O)c2ccc(O)cc2O)o1 | 13 | -14 | 0.8 | 1.6 | -1 | 11 | 1 | 80 | -13 | 17
COc1ccc(N=Cc2cc3c(cc2O)OC(N)=C(C#N)C3c2ccccc2)cc1 (stereo not drawn) | -30 | -13 | 0.7 | 2 | 8 | -1 | 0.9 | 92 | 30 | 31
CCc1nnc(NC(=O)c2cccc(C(=O)Nc3nnc(CC)s3)n2)s1 | -85 | 7 | 0.9 | 1.1 | 9 | 13 | 0.9 | 92 | 85* | 10
Cc1nnc(SCc2ccccn2)n(N)c1=O | 2 | 5 | 0.9 | 1.1 | -5 | -3 | 1 | 93 | -2 | 8
N#Cc1cc(-c2ccccc2)nnc1Sc1ccc(Cl)cc1 | . | 6 | 0.8 | 1.2 | -10 | -5 | 1.1 | 107 | . | 18
Cc1c(C(=O)OCC(=O)NCc2ccc3c(c2)OCO3)cccc1[N+](=O)[O-] | -8 | 14 | 1 | 0.9 | -6 | -2 | 1.1 | 107 | 8 | -2
O=C(O)CCc1nc(-c2cccs2)no1 | -2 | -1 | 0.9 | 1.1 | -4 | 13 | 1 | 96 | 2 | 11
COc1ccc2c(c1)[nH]c1c(=O)n(CC3CCCO3)cnc12 (stereo not drawn) | -9 | 13 | 0.9 | 1.7 | 10 | 4 | 0.9 | 99 | 9 | 7
O=C(NC1CCCC1)C1c2ccccc2C(=O)N1CCCN1CCOCC1 (stereo not drawn) | -17 | 4 | 1 | 1.1 | -4 | 0 | 1 | 109 | 17 | 4
O=[N+]([O-])c1ccc(CN2C=NS(=O)(=O)c3ccccc32)cc1 | -3 | 7 | 0.8 | 1.1 | -1 | -8 | 1 | 86 | 3 | 15
Cc1ccc(-n2c(SCc3nnc4n3CCC4)nnc2-c2ccccc2)cc1 | -7 | -4 | 0.9 | 1.1 | -5 | -5 | 1.1 | 99 | 7 | 12
Cc1c(Cl)cnc(NC(=O)CSc2nncs2)c1Cl | 13 | 8 | 0.8 | 1.1 | 2 | -1 | 1 | 104 | -13 | 19
CCCCNc1oc(-c2ccc(OC)cc2)nc1S(=O)(=O)c1ccccc1 | 6 | 11 | 1 | 1 | -2 | 10 | 1 | 107 | -6 | 5
CC1(C)CC(=O)C(C(c2ccc(F)cc2)C2C(=O)CC(C)(C)CC2=O)C(=O)C1 | 4 | 8 | 0.9 | 1.4 | -8 | 8 | 1.1 | 98 | -4 | 5
CN1CCN(NC(=O)CN(C)S(=O)(=O)c2cc(Cl)ccc2Cl)CC1 | 2 | 22 | 0.9 | 1.1 | -6 | -2 | 1.1 | 99 | -2 | 10

4 entries from above, ordered by the value under APP 5UTR inh, high to low.
| Compound | APP 5'UTR act | NF-kB neuron act | FLuc inhib CS | TLR4 MyD88 comp | STAT1 activator | APP 5UTR inh |
| --- | --- | --- | --- | --- | --- | --- |
| O=C(NC1CCCC1)C1c2ccccc2C(=O)N1CCCN1CCOCC1 (stereo not drawn) | -17 | 1.1 | -4 | 0 | 109 | 17 |
| Cc1ccc(-n2c(SCc3nnc4n3CCC4)nnc2-c2ccccc2)cc1 | -7 | 1.1 | -5 | -5 | 99 | 7 |
| O=C(O)CCc1nc(-c2cccs2)no1 | -2 | 1.1 | -4 | 13 | 96 | 2 |
| Cc1c(Cl)cnc(NC(=O)CSc2nncs2)c1Cl | 13 | 1.1 | 2 | -1 | 104 | -13 |
